Screening results from PubChem BioAssay.
SENP1 FRET inh – SENP1 (human) catalytic domain inhibition | inhibition, % at 10 µM | recombinant SENP1 catalytic domain, CyPet-SUMO1-YPet FRET cleavage | actives 0.21% (n = 360,000) | Q9P0U3;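 active = inhibition at least 30% at 10 µM, raw YFP signal under a set limit, fluorescence ratio 0.5 to 1.5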;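 also: 0% = enzyme with DMSO and 100% = no enzyme wells; some results filed as inactive read as strong as hits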
Target sequence (Q9P0U3 419-644 limits assumed): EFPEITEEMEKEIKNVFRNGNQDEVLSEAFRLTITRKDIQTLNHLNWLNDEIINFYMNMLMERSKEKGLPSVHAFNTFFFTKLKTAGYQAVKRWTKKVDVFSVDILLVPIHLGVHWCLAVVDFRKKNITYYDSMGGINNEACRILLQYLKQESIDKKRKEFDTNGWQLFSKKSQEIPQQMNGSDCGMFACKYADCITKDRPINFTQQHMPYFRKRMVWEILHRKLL
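Assay system: hSENP1 catalytic domain, recombinant. Amount: SENP1 enzyme, 20 pM final. Schedule: 50 min reaction, RT, dark. Technique: FRET, CFP and YFP emission. Control set: no-enzyme wells low, DMSO-plus-enzyme wells high control.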
NR3A LBD binder – modulators (binders) of human NR3A ligand-binding domain; Tm shift relative to glycine control, % at 25 µM; actives 2.5% (n = 340,000); NR3A LBD differential scanning fluorimetry, Tm shift; 0% = protein alone, 100% = glycine-bound protein; AID 1259313;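 active = melting temperature shift of at least 10% of the positive control shift, at one fixed dose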
MPTP block – inhibitors of mitochondrial permeability transition pore; inhibition, % at 10 µM; isolated mouse mitochondria, Ca2+ swelling absorbance, 30 min; actives 1.4% (n = 360,000);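 active = inhibition of 50% or more, scaled per plate between neutral and stimulator controls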;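 also: 0% = DMSO wells given calcium and 100% = 1 mM EGTA wells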
ATG4B inh – ATG4B (human) cysteine protease inhibition. Q9Y4P1. ATG4B cleavage of LC3-PLA2, NBD-HPC fluorescence, 1 h. inhibition, % at 8.33 µM. actives 0.51% (n = 340,000). AID 504462; in the data active = inhibition above about 40%
PfGluPho inh – PfG6PD (Plasmodium falciparum) enzyme inhibition | PfGluPho enzyme, NADPH resazurin-diaphorase fluorescence | actives 0.78% (n = 350,000) | inhibition, % at 20 µM;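 active = inhibition reaching at least a set limit at 20 µM in the primary screen, cut at about 59% in these data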;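 also: 0% = DMSO wells with substrate and 100% = DMSO wells lacking glucose-6-phosphate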
hIAP activ – human IAP activation | P09923 | purified human IAP, CDP-Star luminescence, 30 min; active compounds read high; 1 = vehicle-only enzyme, 0 = enzyme-free background | activation factor at 10 µM | actives 0.16% (n = 330,000) | AID 2524;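 active = activation factor of the enzyme at least 2-fold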; also: the source names both 10 and 20 µM as test concentration; values of inactives mirror those of a sister screen read the other way
SENP8 block – SENP8 (human) protease inhibition. inhibition, % at 20 µM. Q96LD8. actives 0.64% (n = 360,000). recombinant SENP8, Nedd8 substrate fluorescence; in the data active = inhibition mostly above about 40%, no sharp cut-off; inactive = mostly below about 27%
Target sequence (Q96LD8 whole entry, looked up): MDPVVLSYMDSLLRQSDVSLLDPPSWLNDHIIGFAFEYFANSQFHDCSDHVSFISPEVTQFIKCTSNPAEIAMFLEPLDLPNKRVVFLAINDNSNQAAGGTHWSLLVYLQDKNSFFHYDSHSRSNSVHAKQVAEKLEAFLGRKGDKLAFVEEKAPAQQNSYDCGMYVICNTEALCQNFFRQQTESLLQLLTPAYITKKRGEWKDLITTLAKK
SENP6 block – blocks the human protease SENP6 | inhibition, % at 10 µM | Q9GZR1 | actives 1.8% (n = 330,000) | AID 2599 | Recombinant SENP6 catalytic domain, aminoluciferin luminescence;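 active = inhibition above about 50% at the single tested dose, limit read from the data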;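 also: plate controls were DMSO wells with enzyme for no effect and DMSO wells lacking enzyme for full effect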
Target sequence (Q9GZR1 628-1112 limits assumed): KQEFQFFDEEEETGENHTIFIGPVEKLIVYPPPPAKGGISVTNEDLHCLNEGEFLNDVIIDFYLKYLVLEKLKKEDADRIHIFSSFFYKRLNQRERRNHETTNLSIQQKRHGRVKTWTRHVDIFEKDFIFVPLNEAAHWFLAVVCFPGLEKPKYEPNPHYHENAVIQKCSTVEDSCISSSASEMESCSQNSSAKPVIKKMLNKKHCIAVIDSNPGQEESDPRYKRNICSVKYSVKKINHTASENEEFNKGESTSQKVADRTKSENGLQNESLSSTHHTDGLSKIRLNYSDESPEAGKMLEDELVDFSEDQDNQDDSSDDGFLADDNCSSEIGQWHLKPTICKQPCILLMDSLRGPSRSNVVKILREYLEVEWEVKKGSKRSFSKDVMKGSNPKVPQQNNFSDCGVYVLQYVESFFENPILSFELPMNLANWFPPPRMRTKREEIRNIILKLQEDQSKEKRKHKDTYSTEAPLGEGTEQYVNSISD
The depositor's hits bear a star; . = not tested or not shown.

SMILES | SENP1 FRET inh | NR3A LBD binder | MPTP block | ATG4B inh | PfGluPho inh | hIAP activ | SENP8 block | SENP6 block
CC1CCN(C(=S)Nc2ccc(F)cc2)CC1 | -0.2 | -6.1 | -0.3 | -4.7 | 5.5 | 0.985 | -2.1 | 1.1
CCNC(=S)N1CCN(c2nc(-c3ccc(F)cc3)cs2)CC1 | 2.8 | -3.0 | 40.1 | -10.1 | 7.9 | 1.22 | 1.5 | 3.7
Cc1ccc(NS(=O)(=O)c2ccc(/C=C/C(=O)O)cc2)cc1Cl | 0.3 | -1.9 | -1.7 | -5.0 | -24.2 | 1.05 | 5.6 | -17.5
CC1CC(C)CN(C(=O)c2ccc(NS(=O)(=O)c3ccc4[nH]c(=O)[nH]c4c3)cc2)C1 (stereo not drawn) | 0.8 | 2.4 | -0.5 | 4.0 | -2.4 | 0.918 | -42.0 | -11.1
O=C(NCC1CCCO1)c1ccccc1-c1nc(-c2ccc(Cl)cc2)no1 (stereo not drawn) | 0.4 | -0.9 | 1.9 | -4.2 | 6.1 | 1.04 | 8.3 | -0.8
CCOC(=O)c1ccc2nc(C)c3c(c2c1)OC(C)C3 (stereo not drawn) | -1.8 | -1.1 | -4.4 | 2.9 | -4.6 | 1.06 | -428.5 | -6.8
CS(=O)(=O)NCCn1ccc2ccccc21 | -4.2 | -2.5 | -0.6 | -12.1 | -10.2 | 0.931 | 7.1 | -17.2
COc1ccc(-c2csc(NC(=O)C3COc4ccccc4O3)n2)cc1OC (stereo not drawn) | 3.0 | -7.6 | -1.2 | -0.7 | 24.8 | 0.871 | 20.1 | -7.9
O=C(C1CC(c2ccc(F)cc2)=NO1)N1CCN(Cc2ccccc2)CC1 (stereo not drawn) | 1.4 | -0.6 | -1.4 | 2.3 | -0.3 | 1 | 5.5 | 2.3
CCn1cc(/C=C/C(=O)Nc2ccc(C)cc2Br)cn1 | 1.4 | -1.1 | 6.5 | 9.8 | 4.8 | 1.05 | 14.1 | -21.9
CC1CCCCC1NC(=O)/C(C#N)=C/C=C/c1ccccc1[N+](=O)[O-] (stereo not drawn) | -62.4 | -4.7 | 0.1 | 14.2 | 18.8 | 1.02 | 10.2 | -6.0
Cc1ccccc1OCC(=O)Nc1c2c(nn1C(C)(C)C)CS(=O)(=O)C2 | -2.2 | 0.7 | -0.2 | 3.6 | -6.9 | 0.926 | 4.3 | -15.7
O=C(Cn1nnc(-c2ccccc2F)n1)Nc1cccc2ncccc12 | -3.0 | -2.2 | 7.1 | -14.3 | -4.8 | 1.01 | -219.9 | 7.2
CCCCN(C)CCNC(=O)c1cc2c(=O)[nH]c3ccccc3c2n1C | -0.9 | -6.2 | -0.8 | 6.0 | -7.0 | 1.01 | -122.5 | -3.8
Cc1ccc(S(=O)(=O)N2CCC(=O)N(CCOCc3ccc(F)cc3)CC2)cc1 | 2.5 | -3.4 | -0.9 | -2.0 | -17.3 | 0.85 | 19.1 | -8.6
Cc1ccccc1NC(=O)CSc1nc2ncc(Cl)cc2[nH]1 | 0.8 | 0.1 | 0.9 | 2.9 | -7.5 | 1.38 | -3.0 | 3.6
O=C(c1ccc2ncsc2c1)N1CCN(c2nc3ccccc3s2)CC1 | -2.4 | 3.8 | -1.5 | -7.2 | -13.5 | 0.948 | -11.6 | 4.2
CC(=O)N1N=C(c2c(-c3ccccc3)c3cc(C)ccc3[nH]c2=O)CC1c1ccco1 (stereo not drawn) | -2.3 | -4.3 | 0.2 | 24.3 | 7.2 | 0.878 | -335.4 | -10.3
C=C(C)C(=O)Oc1ccc(N=Nc2ccc(C)cc2)ccc1=O | 34.1* | -5.6 | 7.3 | -9.8 | 7.8 | . | 35.7 | .
CC(=O)Nc1ccccc1NS(=O)(=O)c1ccc(Cl)cc1 | 1.5 | 0.3 | 7.5 | -7.5 | -10.3 | 1.08 | 28.8 | -6.8
CN(C)C(=O)CC12CC3CC(C1)CC(CC(=O)N(C)C)(C3)C2 | 1.7 | -1.0 | 0.9 | -10.8 | -2.5 | 1.01 | 11.7 | -9.8
C(=N\n1cnnc1)/C1CCCCC1 | 1.1 | 1.1 | 2.5 | 0.6 | 2.1 | 1.23 | 11.4 | -16.2
COc1cc(NC(=O)c2ccco2)c(OC)cc1NC(=O)Nc1ccc(Cl)cc1 | -1.1 | 4.8 | 14.3 | -12.5 | 3.9 | 1.07 | -5.6 | 0.6
Cc1onc(C(=O)N2CCC(Cc3ccccc3)CC2)c1[N+](=O)[O-] | 1.6 | 1.5 | 1.8 | 13.5 | -9.9 | 1.04 | 7.2 | 3.0
CC(C)NC(=O)C(=O)Nc1cc2c3c(c1)C(C)C(=O)N3CCC2 (stereo not drawn) | 1.5 | 1.3 | 0.4 | -6.2 | -3.1 | 1.28 | 10.7 | -10.0
O=C(CNS(=O)(=O)c1ccccc1)NCc1cccnc1 | 2.8 | 2.5 | 1.0 | -6.2 | 1.2 | 0.983 | 8.1 | -8.1
CN(CC(=O)Nc1nc2ccccc2s1)S(=O)(=O)c1ccc(Br)cc1 | 1.3 | 2.8 | 1.8 | -2.4 | -1.0 | 1.02 | 17.4 | -10.2
COc1cccc(NC(=O)COC(=O)c2nc(Cl)ccc2Cl)c1 | 0.0 | -0.6 | -4.9 | -12.8 | 7.0 | 1.22 | -1.9 | -29.9
COc1ccc(Nc2ncnc3sc(C)cc23)cc1 | -4.2 | -17.1 | 1.0 | 2.2 | 4.2 | 1.05 | -10.4 | 13.9
O=C(Cc1ccccc1)Nc1ccc(NC(=O)Cc2ccccc2)c(Cl)c1 | 0.3 | -1.0 | -0.3 | -6.8 | -2.4 | 0.983 | 11.1 | -11.4
CCCS(=O)(=O)N1CCN(C(=O)c2cccnc2)CC1 | 1.7 | 0.0 | -0.3 | -7.4 | 6.9 | 0.99 | 7.1 | -3.6
C[C@H]1CN([C@@H](C)CO)C(=O)CCCn2nncc2CO[C@@H]1CN(C)C(=O)Nc1ccc(N2CCCCC2)cc1 | 3.9 | . | 0.2 | . | 11.4 | . | 12.0 | .
O=C/C(=C\Nc1ccc(C(=O)N2CCOCC2)cc1)c1nc2ccccc2o1 | -16.6 | -0.1 | -1.6 | -14.4 | 11.7 | 1.48 | 4.6 | 0.9
O=C(Cc1csc(-c2ccc(F)cc2)n1)Nc1cccc(S(=O)(=O)NC2=NCCC2)c1 | -3.6 | -1.5 | -1.4 | -12.5 | 1.6 | 1.01 | 1.6 | -17.8
NC(=O)c1cccc2c3c([nH]c12)CCCC3 | -34.5 | 3.7 | -0.1 | -7.0 | -7.6 | 0.869 | -80.5 | -4.6
O=C(NCc1ccncc1)/C(=C\c1ccc(F)cc1)NC(=O)c1ccccc1 | 2.8 | 0.0 | 0.8 | -4.3 | 8.8 | 0.807 | 8.9 | 3.2
CCn1c(SCC(=O)c2ccccc2)nc2ccccc2c1=O | 1.4 | -3.3 | 3.5 | -5.9 | 8.6 | 0.916 | 24.4 | -6.4
CCc1nnc(NC(=O)CSc2nnc3c(C)cc4c(C)ccc(C)c4n23)s1 | -0.5 | -1.0 | -1.5 | -5.1 | -19.9 | 1.02 | -49.1 | -10.3
CCN1CC(CNCc2cn(-c3ccc(OC)cc3)nc2-c2ccccc2Cl)CC1=O (stereo not drawn) | -1.4 | 3.3 | 2.6 | -6.4 | 6.6 | 1.03 | 11.4 | -17.4
CC(=O)/C(=C/Nc1ccc(Oc2ccccc2)cc1)c1ccccc1 | 0.0 | -1.1 | 1.9 | -1.1 | 29.9 | 0.853 | -23.2 | -16.7

Taken from above:
ATG4B inh with CCn1c(SCC(=O)c2ccccc2)nc2ccccc2c1=O reads -5.9
NR3A LBD binder with O=C(Cc1csc(-c2ccc(F)cc2)n1)Nc1cccc(S(=O)(=O)NC2=NCCC2)c1 reads -1.5
PfGluPho inh with NC(=O)c1cccc2c3c([nH]c12)CCCC3 reads -7.6
SENP1 FRET inh with C(=N\n1cnnc1)/C1CCCCC1 reads 1.1

Going on with the list:
SMILES | SENP1 FRET inh | NR3A LBD binder | MPTP block | ATG4B inh | PfGluPho inh | hIAP activ | SENP8 block | SENP6 block
CC(=O)NC(=S)Nc1ccc(NC(=O)c2cccnc2Cl)cc1 | 0.9 | -1.7 | 0.4 | 5.7 | 5.9 | 0.909 | 14.8 | -22.5
O=c1c2ccccc2nc(-c2ccco2)n1-c1nc2ccccc2s1 | -7.6 | -0.4 | -0.6 | 0.4 | -13.8 | 1.04 | -3.9 | -3.6
Cc1cccc(NC(=O)c2cccc(NC(=O)c3ccco3)c2)c1 | 0.0 | 0.8 | 2.4 | 1.2 | -4.4 | . | 13.1 | .
Cc1ccccc1CC1(CO)CCCN(C(=O)c2ccccc2Cl)C1 (stereo not drawn) | 4.2 | -1.5 | 3.0 | -9.2 | -0.4 | 0.952 | 8.7 | -1.7
CC(CCc1ccccc1)NC(=O)c1nnc(Cc2ccc(Cl)cc2)o1 (stereo not drawn) | 2.2 | -2.6 | -1.4 | -0.4 | -6.2 | 1.08 | 23.5 | 6.9
COCCN(C(=O)COC(=O)COc1ccc(Cl)c(C)c1)c1c(N)n(Cc2ccccc2)c(=O)[nH]c1=O | -5.8 | -1.2 | -0.9 | -16.9 | 2.7 | 1.02 | -7.1 | 1.8
CCC(Cc1ccccc1)NC(=O)c1cc(S(=O)(=O)N2CCCCC2)c[nH]1 (stereo not drawn) | 2.5 | -2.7 | 0.6 | 3.6 | -6.9 | 0.999 | 8.6 | -6.8
COC(=O)NNC(=O)c1ccccc1OC | 2.3 | -0.5 | 0.7 | 0.8 | -3.3 | 0.987 | 18.5 | -10.1
CCN(CC)/C(Sc1ccccc1)=C(\C(Cl)=C(Cl)Cl)[N+](=O)[O-] | 1.0 | 0.2 | 2.0 | -4.6 | -1.1 | 1.02 | 26.3 | -4.9
CCCCOC(=O)C1=C(C)NC(=O)NC1c1ccc(N(C)C)cc1 (stereo not drawn) | -0.7 | -1.4 | 0.1 | -1.0 | 10.5 | 1.06 | 11.5 | 25.4
COc1ccc(NC(=O)C(=O)NNC(=O)COc2ccc(OC)cc2)cc1 | 1.2 | -7.3 | -1.7 | 11.8 | -33.5 | 1.02 | 13.5 | 0.2
COc1ccc(/C=C2/N=C(SC)NC2=O)cc1OC | -111.6 | 2.2 | 2.5 | -12.4 | 6.2 | 0.984 | -181.9 | 6.8
CCOC(=O)N1CCN(C(=O)C(=O)c2cn(CC(=O)N3CCCCCC3)c3ccccc23)CC1 | -4.2 | 0.7 | 0.0 | -1.4 | -15.5 | 1.31 | -14.9 | -23.8
O=C1N=C(N2CCCCC2)S/C1=C\c1ccccc1F | 1.7 | -1.6 | 0.1 | -0.7 | -13.9 | 1.05 | 2.9 | 7.4
COc1ccc(CNC(=O)COC(=O)c2c(C)nn(-c3ccccc3)c2C)cc1OC | 1.5 | -0.1 | -1.2 | -10.3 | -4.9 | 1.03 | 3.1 | -8.1
Cc1nn(-c2ccc(C(=O)O)cc2)c(=O)c2ccccc12 | 1.7 | -2.5 | -0.7 | -7.6 | 2.5 | 0.972 | 13.9 | -16.4
CC(Sc1nc(N)cc(=O)[nH]1)C(=O)N1CCOCC1 (stereo not drawn) | 2.4 | -0.3 | -3.5 | 9.2 | -10.7 | 0.989 | 32.3 | -19.9
CCCn1nnc2c(=O)oc3ccccc3c21 | -1.1 | -1.2 | -0.2 | 0.8 | 9.6 | 1.05 | 12.7 | -0.2
CC(=O)N/C(=C\c1ccc(F)cc1)C(=O)OC(C)C | 0.5 | -1.3 | 1.9 | -6.5 | 6.0 | 1.04 | 3.5 | -6.1
O=C(CCc1nc2ccccc2s1)OCC(=O)c1ccc[nH]1 | -1.7 | -1.6 | 0.1 | -3.8 | 6.9 | 1.23 | 7.2 | 1.0

An excerpt from above, reduced to ATG4B inh, PfGluPho inh and MPTP block:
Structure | ATG4B inh | PfGluPho inh | MPTP block
COc1ccc(CNC(=O)COC(=O)c2c(C)nn(-c3ccccc3)c2C)cc1OC | -10.3 | -4.9 | -1.2
Cc1nn(-c2ccc(C(=O)O)cc2)c(=O)c2ccccc12 | -7.6 | 2.5 | -0.7

Rows are unselected; any-hit rate near 6.7%.
